NadD inh – blocks S. aureus nicotinate mononucleotide adenylyltransferase. purified NadD enzyme, colorimetric absorbance read-out. inhibition, % at 20 µM. 360,000 compounds, 0.78% hits. AID 602399; in the data active = inhibition above about 26%; also: some compounds past the cut are filed as inactive
STEP block – blocks human striatal-enriched tyrosine phosphatase; P54829; recombinant STEP, OMFP fluorogenic substrate, fluorescence; inhibition, % at 20 µM; 360,000 compounds, 0.25% hits; AID 588621;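 active = inhibition at 20 µM, scaled per plate between control wells, above about 37%, limit read from the data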;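 also: 0% = DMSO with enzyme and substrate and 100% = substrate only without enzyme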
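Material: STEP (striatal-enriched tyrosine phosphatase) enzyme, cell-free; Compound dosing: 20 µM single dose in 1% DMSO; Technique: fluorescence read at 480 nm ex / 540 nm em; Times: reaction 20 min, ambient temperature; Medium: 50 mM Bis-Tris pH 6.0 with 2.5 mM DTT and 0.005% Tween 20; Also added: OMFP at 25 µM.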
CSN deneddyl inh – CSN deneddylation inhibition | inhibition, % at 12.5 µM | 360,000 compounds, 0.38% hits | Purified CSN, SCF-Nedd8-OG deneddylation, fluorescence polarization | Q92905;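 active = pattern-corrected inhibition above about 35%, with an unprinted fluorescence ratio check between 0.5 and 1.5, limit read from the data, passing the limit was not always enough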;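 also: 0% = enzyme with substrate and 100% = substrate without enzyme; some results filed as inactive read as strong as hits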
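Assay system: purified human Csn5 enzyme expressed in HEK293T cells; measure: % inhibition; also added: SCFSkp2-Nedd8OG substrate at 10 nM final; technique: fluorescence polarization; times: reaction 90 min, room temperature; medium: Tris buffer pH 7.5, NaCl, DTT, Tween-20, trehalose, ovalbumin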
Rpn11 inh – blocks the human proteasome subunit Rpn11 | O00487 | human 26S proteasome, Ub4-pepOG fluorescence polarization; 20S core pre-blocked with epoxomicin | calls only at 20 µM | 360,000 compounds, 0.59% hits;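 active = inhibition at 20 µM, scaled to each plate's controls, above about 33%, limit read from the data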
TbMetRS inhib – blocks T. brucei methionyl-tRNA synthetase activity | purified T. brucei MetRS, ATP depletion, Kinase-Glo luminescence | inhibition, % at 11.9 µM | 360,000 compounds, 0.4% hits;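 active = inhibition above a per-plate cutoff of the control wells' mean inhibition plus 3 SD, cut at about 5.5% in these data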;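 also: 0% = DMSO wells median and 100% = median of wells with control inhibitor compound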
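Test system – parasite MetRS enzyme · Reagent – substrates ATP, L-methionine and bulk Escherichia coli tRNA · Doses – 11.9 µM compound single dose, 0.9% DMSO · Times – 15 min enzyme-compound preincubation, 2 h reaction, 10 min detection, 25 °C · Signal – Kinase-Glo luminescence, ATP depletion format · Controls – DMSO-only wells as low control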
Scp-1 inhibitor – inhibitors of human Scp-1 phosphatase. Q9GZU7. Recombinant Scp1, phosphopeptide, malachite green phosphate absorbance. inhibition, % at 20 µM. 340,000 compounds, 0.88% hits;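 active = inhibition above about 50% at 20 µM, limit read from the data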;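 also: plate controls were DMSO wells with enzyme for no effect and wells lacking enzyme for full effect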
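Material: truncated SCP-1 phosphatase (76-261aa) / Buffer or medium: 50 mM Tris acetate pH 5.5, 0.005% Tween-20, 10 mM MgCl2 / Compound dosing: one concentration, 20 µM, with 1.0% DMSO / Incubation: 45 min room-temperature reaction, 5 min colour, 30 min stabiliser / Detection: colorimetric free-phosphate detection, absorbance 630 nm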
MsrA inh – inhibitors of bovine MsrA; 360,000 compounds, 0.75% hits; inhibition, % at 15.5 µM; purified bovine MsrA, absorbance read-out; in the data active = inhibition above about 4.5%;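 also: 0% = vehicle wells with enzyme and 100% = reference inhibitor wells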
LMPTP inh – blocks human LMPTP phosphatase. inhibition, % at 20 µM. recombinant LMPTP-A, OMFP fluorogenic substrate, fluorescence intensity. AID 651560. 360,000 compounds, 0.22% hits;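 active = compounds that cut the enzyme signal by at least half of the control window in the single-dose screen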;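 also: plate controls were DMSO wells with enzyme plus substrate for no effect and substrate without enzyme for full effect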
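Test system – LMPTP-A phosphatase enzyme · Quantity – 0.625 nM LMPTP-A final · Reagent – OMFP substrate, 400 µM final · Dosing – one test concentration per compound, 20 µM, with 3% DMSO overall · Timing – 50 min enzyme reaction at room temperature, protected from light · Detection – fluorescence intensity · Controls – substrate-only low control, DMSO enzyme-plus-substrate high control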
SUMO1 PPI mod – modulators of human SUMO1-mediated protein-protein interactions. SUMO1 binding to a labelled peptide, TR-FRET, 1 h. inhibition, % at 20 µM. 360,000 compounds, 0.33% hits. AID 602429; in the data active = inhibition above about 37%
DNMT1 inh – blocks human DNA methyltransferase DNMT1; P26358; DNMT1 molecular beacon, Hinp1I cleavage, fluorescence; inhibition (reported as % activation of signal), % at 10 µM; 360,000 compounds, 0.83% hits; in the data active = inhibition above about 50%
Target sequence (P26358 504-1616 limits assumed): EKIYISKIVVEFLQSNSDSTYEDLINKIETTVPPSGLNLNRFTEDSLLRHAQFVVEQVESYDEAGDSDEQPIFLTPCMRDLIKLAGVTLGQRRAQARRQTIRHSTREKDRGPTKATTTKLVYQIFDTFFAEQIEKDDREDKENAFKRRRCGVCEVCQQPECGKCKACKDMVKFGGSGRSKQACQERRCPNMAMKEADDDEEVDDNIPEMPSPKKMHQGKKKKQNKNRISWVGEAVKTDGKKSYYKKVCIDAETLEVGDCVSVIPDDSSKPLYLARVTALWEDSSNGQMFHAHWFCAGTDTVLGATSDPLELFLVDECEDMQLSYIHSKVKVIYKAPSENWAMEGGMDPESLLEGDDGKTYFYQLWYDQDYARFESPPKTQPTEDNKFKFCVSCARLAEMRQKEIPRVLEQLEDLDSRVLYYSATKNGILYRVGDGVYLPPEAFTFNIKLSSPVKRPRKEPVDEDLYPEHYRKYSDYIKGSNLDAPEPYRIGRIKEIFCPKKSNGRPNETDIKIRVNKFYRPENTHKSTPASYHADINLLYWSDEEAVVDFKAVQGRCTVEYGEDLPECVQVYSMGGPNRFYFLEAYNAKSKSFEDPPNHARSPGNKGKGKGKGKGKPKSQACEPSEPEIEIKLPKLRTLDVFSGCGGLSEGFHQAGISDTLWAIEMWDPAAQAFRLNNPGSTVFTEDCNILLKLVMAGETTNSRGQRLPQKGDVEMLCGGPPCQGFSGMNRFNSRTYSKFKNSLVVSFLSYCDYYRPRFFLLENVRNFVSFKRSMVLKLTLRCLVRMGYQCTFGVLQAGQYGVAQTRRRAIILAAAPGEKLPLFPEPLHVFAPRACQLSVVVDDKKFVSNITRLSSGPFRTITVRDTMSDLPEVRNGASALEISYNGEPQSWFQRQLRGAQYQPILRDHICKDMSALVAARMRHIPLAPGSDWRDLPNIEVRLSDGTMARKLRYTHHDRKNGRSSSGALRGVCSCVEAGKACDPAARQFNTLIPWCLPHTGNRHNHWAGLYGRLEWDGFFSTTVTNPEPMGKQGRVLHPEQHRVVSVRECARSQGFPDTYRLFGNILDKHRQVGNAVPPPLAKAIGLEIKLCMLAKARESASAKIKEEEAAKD
Active calls of the source: *; i = inactive; . = no result given. Outcome played no part in choosing rows. About 3.9% of those tested had a hit in this group.

No.	DNMT1 inh	LMPTP inh	SUMO1 PPI mod	CSN deneddyl inh	MsrA inh	NadD inh	Rpn11 inh	Scp-1 inhibitor	TbMetRS inhib	STEP block	canonical_smiles
1	-1	-0.7	3	0	-0.3	-5	i	-3	-0.1	1	CCOc1ncccc1C(=O)Nc1c(C)n(C)n(-c2ccccc2)c1=O
2	2	-1.3	-3	-8	-1.0	-1	i	0	-0.2	0	COc1cc(C(=O)OCC(=O)Nc2ccc(C(C)=O)cc2)ccc1OCC(=O)N1CCOCC1
3	2	-1.6	3	-7	1.9	-1	i	0	-1.1	0	CCOC(=O)c1c(C)oc2ccc(OCC(N)=O)cc12
4	-1	1.2	-2	-1	-0.6	-4	i	-1	0.2	-1	OCCNc1nc(Cl)nc(NCc2ccco2)n1
5	-2	2.7	8	0	1.6	6	i	-4	0.0	2	COc1ccc(NC(=O)CCC(=O)Nc2ccc3nc(N4CCOCC4)cc(C)c3c2)c(OC)c1
6	-2	-0.9	-9	-1	0.0	-7	i	-4	-0.3	1	O=C(OCCN1C(=O)c2ccccc2C1=O)c1ccccc1
7	1	-0.3	-1	-3	.	7	i	-6	-0.6	-4	C=CCn1ncc(OC)c(Cl)c1=O
8	-2	-2.5	8	-3	1.0	-2	i	-2	-0.3	-4	O=C(O)c1ccc(S(=O)(=O)NCC2CCCCC2)cc1
9	-3	-1.6	-3	-1	0.5	1	i	-4	-0.5	-1	COc1ccc(CN2CCNC(=O)C2CC(=O)N(C)Cc2ccon2)cc1OC (configuration not stated)
10	-1	-0.3	2	-12	1.1	1	i	-1	-0.9	0	CCCCc1ccc(NC(=O)c2cnccn2)cc1
11	1	-2.0	5	0	0.9	-5	i	-6	-0.7	0	CCOC(=O)N1CCN(C(=O)C2CCCN(c3ncnc4c3nc3n4CCCCC3)C2)CC1 (configuration not stated)
12	-3	-1.0	3	-2	0.4	4	i	-4	0.4	-2	O=C(CCNC(=O)c1ccccc1)NNC(=O)COc1ccccc1Cl
13	1	-0.1	-3	-4	0.3	-6	i	-11	-0.3	2	Cc1ccc(C(=O)C(C)OC(=O)CCN2C(=O)C3C4C=CC(C5CC45)C3C2=O)cc1 (configuration not stated)
14	40	0.8	7	12	-0.7	-1	i	-10	0.1	-1	COc1ccccc1Nc1nnc(SCC(=O)Nc2cc(C)on2)s1
15	-28	16	-22	2	1.8	31*	i	17	0.1	9	NS(=O)(=O)c1ccc(N=Nc2c(O)c(C(=O)O)cc3ccccc23)cc1
16	0	-2.0	-3	-2	-0.3	-5	i	-5	-0.5	0	N#Cc1cnc(Sc2ccccc2)nc1
17	-9	0.5	2	8	0.9	-3	i	-11	0.4	0	C=CCn1c(C)cc(C(=O)CSc2nc3ccccc3[nH]2)c1C
18	0	-2.8	-1	1	-1.1	-2	i	-6	-0.5	0	Cc1ccccc1NC(=O)CN1CCN(C)CC1
19	2	0.5	-7	0	1.3	-8	i	3	-1.6	-2	O=C(c1cc2cc(Br)ccc2oc1=O)N1CCN(c2ccccn2)CC1
20	-4	-0.5	16	6	1.4	5	i	2	-1.4	-1	O=C(COC(=O)c1ccc([N+](=O)[O-])s1)Nc1ccc(Cl)cn1
21	6	0.0	2	3	-0.2	-5	i	-11	0.1	0	Cc1nccn1-c1ccc(C=O)cc1
22	7	-1.7	0	-2	1.3	2	i	5	-0.4	1	COC(=O)[C@@H]1C[C@@]2(O)[C@@H](O)[C@@H](O)[C@@H](O)C[C@H]2N1Cc1ccc(-c2ccccc2)cc1
23	0	1.2	-3	5	0.0	21	i	.	-0.2	3	Cc1ccc(S(=O)(=O)N2C[C@H]3C(=O)C[C@@H](c4ccc(Cl)cc4)N(S(=O)(=O)c4ccc(C)cc4)[C@H]3C[C@H]2c2ccccc2)cc1

Reformatted bar-delimited: part of the list above.
No. | Molecule | DNMT1 inh | LMPTP inh | SUMO1 PPI mod | CSN deneddyl inh | MsrA inh | NadD inh | Rpn11 inh | Scp-1 inhibitor | TbMetRS inhib | STEP block
14 | COc1ccccc1Nc1nnc(SCC(=O)Nc2cc(C)on2)s1 | 40 | 0.8 | 7 | 12 | -0.7 | -1 | i | -10 | 0.1 | -1
15 | NS(=O)(=O)c1ccc(N=Nc2c(O)c(C(=O)O)cc3ccccc23)cc1 | -28 | 16 | -22 | 2 | 1.8 | 31* | i | 17 | 0.1 | 9
16 | N#Cc1cnc(Sc2ccccc2)nc1 | 0 | -2.0 | -3 | -2 | -0.3 | -5 | i | -5 | -0.5 | 0
17 | C=CCn1c(C)cc(C(=O)CSc2nc3ccccc3[nH]2)c1C | -9 | 0.5 | 2 | 8 | 0.9 | -3 | i | -11 | 0.4 | 0
18 | Cc1ccccc1NC(=O)CN1CCN(C)CC1 | 0 | -2.8 | -1 | 1 | -1.1 | -2 | i | -6 | -0.5 | 0
19 | O=C(c1cc2cc(Br)ccc2oc1=O)N1CCN(c2ccccn2)CC1 | 2 | 0.5 | -7 | 0 | 1.3 | -8 | i | 3 | -1.6 | -2
20 | O=C(COC(=O)c1ccc([N+](=O)[O-])s1)Nc1ccc(Cl)cn1 | -4 | -0.5 | 16 | 6 | 1.4 | 5 | i | 2 | -1.4 | -1
21 | Cc1nccn1-c1ccc(C=O)cc1 | 6 | 0.0 | 2 | 3 | -0.2 | -5 | i | -11 | 0.1 | 0
22 | COC(=O)[C@@H]1C[C@@]2(O)[C@@H](O)[C@@H](O)[C@@H](O)C[C@H]2N1Cc1ccc(-c2ccccc2)cc1 | 7 | -1.7 | 0 | -2 | 1.3 | 2 | i | 5 | -0.4 | 1
23 | Cc1ccc(S(=O)(=O)N2C[C@H]3C(=O)C[C@@H](c4ccc(Cl)cc4)N(S(=O)(=O)c4ccc(C)cc4)[C@H]3C[C@H]2c2ccccc2)cc1 | 0 | 1.2 | -3 | 5 | 0.0 | 21 | i | . | -0.2 | 3

High-throughput results (PubChem BioAssay)
